14-3-3 Bad inh: inhibitors of 14-3-3 zeta/Bad binding, primary screen, biochemical, TR-FRET, bovine 14-3-3 zeta; inhibition, % at 21.7 µM; 14-3-3 protein zeta/delta (Bos taurus), P63103; TR-FRET 14-3-3zeta/Dy647-pBad peptide displacement, 1 h; actives 0.71% (n = 220,000);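 active = inhibition above about 70%, limit read from the data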;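 also: 0% = full 14-3-3 plus peptide FRET controls and 100% = background without 14-3-3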
Target sequence (P63103 whole entry, looked up): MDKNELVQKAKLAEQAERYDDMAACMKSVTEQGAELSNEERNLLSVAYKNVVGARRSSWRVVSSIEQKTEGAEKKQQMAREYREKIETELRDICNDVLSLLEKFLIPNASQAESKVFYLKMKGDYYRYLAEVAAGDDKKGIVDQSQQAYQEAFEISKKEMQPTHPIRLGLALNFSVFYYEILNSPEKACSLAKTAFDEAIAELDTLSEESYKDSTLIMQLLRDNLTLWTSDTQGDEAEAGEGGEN
Thrombin inh: human alpha-thrombin inhibitors, primary screen, counter-screen for coagulation protease inhibitor project, biochemical, 1536-well, fluorogenic AMC substrate; Prothrombin (Homo sapiens), P00734; Boc-VPR-AMC fluorogenic substrate cleavage; inhibition, % at 5 µM; actives 0.26% (n = 220,000); AID 1046, 2008;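 active = inhibition at or above 40%; inactive = inhibition below 40%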;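 also: 0% = enzyme with no compound and 100% = wells without enzyme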
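Test system: human alpha-thrombin; medium: pH 7.5 Tris-saline with Tween 20; times: reaction at room temperature; signal: AMC fluorescence at 355 nm excitation and 460 nm emission; also added: Boc-VPR-AMC substrate, 15 µM final; dosing: one concentration per compound, 5 µM, with 0.2% DMSO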
FXIa inh: human FXIa protease inhibitors, primary screen, biochemical, 1536-well; purified FXIa, Boc-Glu-Ala-Arg-AMC fluorogenic substrate; inhibition, % at 5 µM; actives 0.14% (n = 220,000); AID 798, 2007;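 active = inhibition of at least 40%; inactive = inhibition below 40%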;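 also: fluorescence of freed AMC excited at 355 nm; 0% = enzyme without compound and 100% = no enzyme blank; many of its hits are not listed in these tables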
FXIIa inh 1536: human FXIIa protease inhibitors, primary screen, biochemical, 1536-well; purified FXIIa, Boc-QGR-AMC fluorogenic substrate, 2 h; inhibition, % at 5 µM; actives 0.3% (n = 220,000); AID 800, 2007; in the data active = inhibition above about 40%;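 also: 0% = enzyme with no compound and 100% = blank without enzyme; many of its hits are not listed in these tables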
Runt-CBFb FRET: inhibitors of RUNX1 Runt–CBFb binding, primary screen, biochemical, FRET, Cerulean-Runt, Venus-CBFb, uHTS; Runt-related transcription factor 1 (Homo sapiens) + Core-binding factor subunit beta …; Cerulean-Runt/Venus-CBFb FRET ratio 530/480, 1 h; inhibition, % at 20 µM; actives 0.46% (n = 220,000);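 active = inhibition over about 50% at 20 µM in the single-dose screen, limit read from the data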;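 also: 0% = DMSO wells and 100% = excess unlabeled CBFb competitor control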
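Measured by: fluorescence energy transfer, 422 nm excitation, 530/480 nm emission; test system: Cerulean-tagged RUNX1 Runt domain (FRET donor) fusion protein; buffer or medium: Tris pH 7.5 buffer with BSA; compound: one dose, 20 µM compound, 1% DMSO; times: two 1 h room-temperature incubations shielded from light; benchmarks: unlabeled CBFb 5 µM, positive control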
Wee1 stabilizer: Wee1 degradation inhibitors, primary screen, cell-based, HeLa, Wee1K328M-luciferase, luminescence; HeLa Luc-Wee1K328M stability; 100% = proteasome inhibitor MG132 effect; Wee1-like protein kinase (Homo sapiens), P30291; actives 1.2% (n = 220,000); reporter increase, % at 5 µM;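 active = activation above the mean of all tested compounds plus 3 SD, set per screening run, cut at about 8.8% in these data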;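 also: cells exposed to compound for 20 h before luminescence read; 0% = DMSO alone and 100% = MG132 at 30 µM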
Runt-SMMHC FRET: inhibitors of RUNX1 Runt–CBFb-SMMHC binding, primary screen, biochemical, FRET, Cerulean-Runt, Venus-CBFb-SMMHC, uHTS; Runt-related transcription factor 1 (Homo sapiens) + Core-binding factor subunit beta …; Cerulean-Runt/Venus-CBFb-SMMHC FRET ratio 530/480, 1 h; inhibition, % at 20 µM; actives 0.74% (n = 220,000); AID 1434, 2008;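 active = mean inhibition across duplicate retests at 20 µM reaching about 50%, limit read from the data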;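 also: 0% = DMSO wells and 100% = wells with excess untagged CBFb-SMMHC; inhibitors lower the FRET ratio by blocking Runt binding to CBFb-SMMHC; some results filed as inactive read as strong as hits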
KLK5 inh: human KLK5 protease inhibitors, primary screen, biochemical, 1536-well; actives 0.59% (n = 210,000); Kallikrein-5 (Homo sapiens), Q9Y337; inhibition, % at 5 µM; recombinant hK5, fluorogenic AMC substrate cleavage; AID 873, 2007;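 active = inhibition of 40% or more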;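 also: 0% = enzyme controls without compound and 100% = no-enzyme blanks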
Target sequence (Q9Y337 67-293 limits assumed): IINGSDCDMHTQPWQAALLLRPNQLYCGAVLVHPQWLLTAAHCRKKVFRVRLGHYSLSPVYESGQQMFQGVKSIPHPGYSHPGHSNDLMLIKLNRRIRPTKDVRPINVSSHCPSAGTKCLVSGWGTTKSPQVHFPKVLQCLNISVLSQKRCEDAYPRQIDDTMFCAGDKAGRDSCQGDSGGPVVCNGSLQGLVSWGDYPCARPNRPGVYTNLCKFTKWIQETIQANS
Hck Nef HTS: inhibitors of Nef-activated human Hck kinase, primary screen, biochemical, Z-Lyte FRET, 384-well, Hck-YEEI; Tyrosine-protein kinase HCK (Homo sapiens), P08631; Recombinant Hck-YEEI plus Nef, Z-Lyte FRET kinase assay; inhibition, % at 20 µM; actives 0.68% (n = 220,000); AID 463187, 2010;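 active = Hck-Nef kinase inhibition above about 50%, limit read from the data; inactive = inhibition below that limit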;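 also: 0% = DMSO with Hck plus Nef and 100% = Hck alone without Nef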
Target sequence (P08631 whole entry, looked up): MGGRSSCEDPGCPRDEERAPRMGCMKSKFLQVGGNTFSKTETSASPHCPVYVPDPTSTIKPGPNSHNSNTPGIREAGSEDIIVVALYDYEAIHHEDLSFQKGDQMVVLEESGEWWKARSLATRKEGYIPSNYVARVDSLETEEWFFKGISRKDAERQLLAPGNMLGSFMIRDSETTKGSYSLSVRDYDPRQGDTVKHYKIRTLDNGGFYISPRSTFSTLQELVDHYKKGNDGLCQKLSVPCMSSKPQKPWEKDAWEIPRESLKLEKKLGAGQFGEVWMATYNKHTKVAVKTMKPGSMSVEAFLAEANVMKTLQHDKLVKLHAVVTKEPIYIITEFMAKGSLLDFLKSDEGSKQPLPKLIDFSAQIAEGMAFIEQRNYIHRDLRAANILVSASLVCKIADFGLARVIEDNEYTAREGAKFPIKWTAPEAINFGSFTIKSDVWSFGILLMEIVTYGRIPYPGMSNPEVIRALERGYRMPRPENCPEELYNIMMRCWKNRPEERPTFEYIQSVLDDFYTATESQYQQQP
Starred values were filed as active, the others as inactive; · = not tested or not shown; [ ] = dose if it differs, or a comment.

SMILES,14-3-3 Bad inh,Thrombin inh,FXIa inh,FXIIa inh 1536,Runt-CBFb FRET,Wee1 stabilizer,Runt-SMMHC FRET,KLK5 inh,Hck Nef HTS
CCOc1cccc(CN2CCCC(C(=O)c3cccc(C(F)(F)F)c3)C2)c1O (stereo not drawn),-14,2,-5,12,2,-2,4,11,17
CCN1CCN(C(c2cccnc2)c2cc(Cl)c3cccnc3c2O)CC1 (stereo not drawn),46[fluorescence artefact?],-9,0,-4,0,2,3,-12,-4
Cc1ccc(-n2c(C)cc(/C=N\NC(=O)CC(=O)NC(C)C)c2C)cc1,-20,-3,3,10,1,2,-1,3,1
O=C(O)C1CCN(c2ccc(Cl)nn2)CC1,-9,55*,-2,9,2,-2,-2,1,20
CC(=O)Oc1cccc(N2C(=O)C3CC=CCC3C2=O)c1 (stereo not drawn),-16,-7,4,19,-2,0,1,-25,-2
COc1cc(C2C(C(=O)/C=C/c3ccccc3)=C(O)C(=O)N2c2ccccn2)ccc1O (stereo not drawn),-1,·,0,0,-3,-3,-21,-3,11
CCc1ccc(-c2cc(C(=O)N/N=C/c3ccccn3)[nH]n2)cc1,-14,17,-6,2,-4,-2,2,-14,27
O=C(CSc1ncc(-c2ccc(F)cc2)n1Cc1ccco1)Nc1ccc2c(c1)OCO2,4,1,6,4,6,0,6,4,0
CC(C)CO/C(=N/S(=O)(=O)c1ccccc1)c1ccccc1,13,-1,-7,2,-1,7,-1,-10,-2
ON1C2CCCCC2N(O)C1c1ccccc1C(F)(F)F (stereo not drawn),-12,1,3,16,-2,-2,-1,-14,-1
CC(C)(C)[C@H]1C=C(C(=O)NCc2nc3ccccc3[nH]2)O[C@@H](OCCCCO)C1,-5,-5,-3,1,-1,-2,0,-2,-11
Cc1ccc(NC(=O)c2ccc(Cl)nc2)cc1,-7,-12,-3,8,1,1,1,-7,-1
COc1cccc(CNn2c(-c3cccc(C)c3)nc3ccccc3c2=O)c1,-7,-5,-6,7,-2,6,-4,-22,-1
N#CC1=C(N)OC2=C(C(=O)CCC2)C12CCN(C(=O)OCc1ccccc1)CC2,-4,-2,5,11,3,·,4,-15,·
CC(=O)N1CCN(C2=Nc3cccc4cccc2c34)CC1,10,-1,16,15,-11,0,-68,-22,0
CCCc1cc(C(N)=O)c(NC(=O)C2CCCO2)s1 (stereo not drawn),-1,-1,2,8,5,4,-1,3,6
CC(C)Cn1c(=O)[nH]c2ccccc21,1,4,-15,11,1,-1,1,12,0
O=C(O)CCCCCN1C(=O)C(O)=C(C(=O)/C=C/c2ccccc2)C1c1cccc([N+](=O)[O-])c1 (stereo not drawn),-1,-3,-6,3,3,1,2,-9,0
CS(=O)(=O)c1ccc(Cl)c(NC(=O)c2ccc3ccccc3c2)c1,-1,-3,7,3,0,-4,-3,-6,3
CC1(C(=O)NC2CCCC2)CCC(=O)N1Cc1ccccc1Cl (stereo not drawn),4[fluorescence artefact?],3,-2,13,0,-1,-4,5,-2
Cc1sc2nc(COC(=O)c3ccc(N4CCCC4)c([N+](=O)[O-])c3)[nH]c(=O)c2c1C,-7,-7,3,2,-8,0,-35,-6,0
COc1ccc(OC)c(S(=O)(=O)N2c3cc(F)ccc3CCC2C)c1 (stereo not drawn),4,-4,-2,7,-2,-1,1,4,1
Cc1ccc(C(C)C)c(Oc2nnnn2-c2ccccc2)c1,-2,12,12,24,-4,5,1,18,-8
O=C(O)CSC(=S)N1CCCC1,1,-3,-4,3,6,-3,5,-3,19
COc1ccc(C2Nc3ccccc3C(=O)N2O)cc1CN1CCOCC1 (stereo not drawn),-3[fluorescence artefact?],-8,-7,3,-3,-2,-3,-6,4
COc1ccc(-c2csc3nc(C)nc(N4CCN(C(C)=O)CC4)c23)cc1OC,-8,-12,-1,4,0,-2,2,-2,27
O=C(NC1CCCCC1)c1ccc(S(=O)(=O)N2CCOCC2)cc1,18,3,5,14,-2,0,7,0,0
CC(C)CCNC(=O)CCNS(=O)(=O)c1ccc(Cl)cc1,0,-1,-4,4,0,-2,2,-24,1
O=C(NCc1ccccn1)c1c(O)c2c([nH]c1=O)CCCC2,2[fluorescence artefact?],-4,3,9,-1,6,0,-7,2
Cc1cccc(NC(=O)c2ccc3ccccc3n2)c1C,3,3,4,16,0,4,-1,2,0
CC(=O)C1=C(C)NC(SCc2cccc3ccccc23)=C(C#N)C1c1ccco1 (stereo not drawn),-3[fluorescence artefact?],-5,6,6,8,2,-2,-7,3
Cc1c(Cl)cccc1NC(=O)CC(C(=O)O)C1CCCO1 (stereo not drawn),1,2,-8,17,0,-1,5,1,1
CCOC(=O)c1c(NC(=O)CSc2nnc(-c3ccc(C)cc3)o2)sc(C(C)=O)c1C,-7,-4,-3,10,2,-1,2,14,5
O=C(Nc1ccc(NC(=O)C2CC2)nc1)c1ccco1,-2,4,10,13,-1,1,1,-1,3
Cc1cc(C)n(C(=O)CNC(=O)c2cccs2)n1,-2,0,2,14,-1,-2,3,-24,0
O=C(COc1cc(Cl)c(Cl)cc1Cl)NC(=O)NC1CCCC1,4,-1,0,5,-2,0,2,-2,-15
O=Nc1c(O)[nH]c2ccc(F)cc12,-2,-3,2,·,-2,-2,-1,5,-7
COc1ccc(/C=N/N(C)c2cc(=O)n(C)c(=O)[nH]2)cc1OC,-3,-7,1,7,6,4,10,5,12
Cc1nc2sccn2c(=O)c1Cl,-11,-4,-3,-5,-1,0,-1,1,0
CC(C)CN(CCC(=O)O)CC(C)C,44,5,9,20,2,-1,-2,-17,-2
COc1ccc(NC(=O)/C(Cl)=C(/Cl)S(=O)Cc2ccccc2Cl)cn1 (stereo not drawn),20,-3,-4,5,30,7,9,2,28
CCOC(=O)C1=C(C)NC2=C(C(=O)CCC2)C1c1cccs1 (stereo not drawn),2,-2,-2,-3,-1,-1,2,-3,6
COc1ccc(N(CC(=O)NC(C)C)S(=O)(=O)c2ccc(NC(C)=O)cc2)cc1,11,1,4,6,0,8,2,-21,2
CCC(C)SCC(=O)Nc1ccc(S(=O)(=O)N2CCOCC2)cc1OC (stereo not drawn),6,0,1,4,0,2,-3,1,11
Clc1cccc(OCCN2CCN(CCOc3cccc(Cl)c3)CC2)c1,-6[fluorescence artefact?],-6,-2,8,-4,-2,-6,-14,-3
Cc1ccc(NC(=O)c2cc(S(=O)(=O)NCCc3ccccc3)ccc2F)cc1Cl,9[fluorescence artefact?],-6,6,13,1,7,4,-3,4
COc1ccc(C)cc1S(=O)(=O)Nc1cccc(SC)c1,-4,4,6,9,0,-2,0,1,0
Cc1noc(C)c1COC(=O)CCC(=O)c1ccc(F)cc1,-3,4,7,12,-3,-2,2,-17,9
C/C(=N\NC(=O)C(=O)Nc1cccc(Cl)c1)c1ccncc1,-6[fluorescence artefact?],-9,5,7,-3,1,-1,-19,2
O=c1c(S(=O)(=O)c2ccc(Cl)cc2)cn(Cc2ccccc2)c2ccc(F)cc12,-2,-12,-5,-8,-2,-2,-1,-16,-1
CCNC(=O)CCSc1nc(C)cc(C)n1,-8,·,5,8,50*,-3,36,0,15
CC(Sc1nc(-c2ccc(F)cc2)cs1)C(=O)Nc1ccc(Cl)cn1 (stereo not drawn),7,4,10,11,1,0,-3,-4,0
CCN1CCN(c2ccc(NC(=O)c3ccc(F)cc3)cc2Cl)CC1,8,5,0,0,-1,-1,-1,-8,-11
CCOC(=O)c1c(CNc2ccncc2)n(C)c2cc(Br)c(O)cc12,-10,5,0,10,2,1,4,4,3
Cc1ccc(NC(=O)c2cc(C)on2)cc1,-4,4,3,17,-2,4,-4,-1,1
O=C(NN1CCOCC1)c1cnn2c(C(F)F)cc(-c3ccccc3)nc12,5,-8,-2,3,0,1,-2,-5,9

(list continues)
SMILES,14-3-3 Bad inh,Thrombin inh,FXIa inh,FXIIa inh 1536,Runt-CBFb FRET,Wee1 stabilizer,Runt-SMMHC FRET,KLK5 inh,Hck Nef HTS
CCC1(CC)Nc2ccccc2C(=O)N1c1ccc(NC(C)=O)cc1,-14[fluorescence artefact?],0,0,8,7,-1,48,-4,7
CSc1ccc(-c2nnn(Cc3ccc(C)cc3)n2)cc1,0,-5,-5,10,-2,1,-1,-10,6
CC1CN(Cc2ccc(Cl)cc2Cl)CC(C)O1 (stereo not drawn),57,-3,4,11,1,-1,-2,-21,-3
CC(C)Nc1nc(Cl)nc(NNC(=O)C(C)Oc2ccccc2)n1 (stereo not drawn),-13,-2,14,8,-4,-1,1,-26,1
CCOc1ccc(Nc2ncnc3c2cnn3-c2ccccc2)cc1,6,-2,0,12,-1,1,-3,-11,0
O=C(Nc1ccccn1)C(=O)Nc1ccccn1,-14,-5,2,8,1,4,2,-1,11
O=C(Nn1c(Cc2ccccc2)nc2ccccc2c1=O)c1c(O)c2cccc3c2n(c1=O)CCC3,-15,-5,-6,-4,-9,-2,-8,-16,-13
NC(=O)CN(N=Nc1cccc([N+](=O)[O-])c1)c1cccc([N+](=O)[O-])c1,2,0,4,13,-4,-3,-1,15,-1
Nc1ccn(Cc2ccccc2F)n1,-12,9,-5,3,-4,2,-2,-4,18
COc1cc(/C=N/n2cnnc2)ccc1OCc1ccc(C)cc1,5,2,2,4,-1,2,-3,-17,0
S=C(NCc1ccco1)Nc1ccc(Cl)cc1Cl,-18,3,8,12,2,5,2,0,3
C/C(=N\NC(=O)C(C)Nc1cccc(Cl)c1)c1ccc([N+](=O)[O-])cc1 (stereo not drawn),-14,1,15,14,0,-2,3,-9,6
O=C(CSc1nnc(Cc2ccccc2)o1)N1CCCC1,-10,-1,-1,5,-1,-2,0,1,-11
Cc1nn(CC(=O)Nc2nnc(C(C)C)s2)c(=O)c2ccccc12,-6,-6,0,22,0,-3,3,1,18

Screening data: PubChem, several laboratories
